Screens as filed in PubChem.
NPC1 promoter act – qHTS Assay for NPC1 Promoter Activators. Huh7 NPC1 promoter luciferase reporter, 24 h. Potency, µM (doses to about 9.22 µM), for inactives: at the highest dose activation, hits mostly activators. hit rate 2.4% among 320,000;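 also: potency is read from the fitted curve at half-maximal effect; % of control where 0% means no effect; nearly all actives have a fitted effect of over 60% in size; reporter is driven by a mutant NPC1 promoter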
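Cells: Huh7 expressing luciferase under the NPC1 promoter, 1500/well. Seeded 2 h, compound added, incubated 24 h at 37 °C. Luciferase reagent, 10 min ambient, then luminescence.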
TRPV1 agonist – HTS Assay for Compounds that Act as Agonists of the Vanilloid Receptor 1 | activation, % at 8.33 µM | hit rate 0.19% among 320,000 | AID 540275, 2011 | TRPV1-expressing cells, Fluo-8 calcium influx, agonist mode | Transient receptor potential cation channel subfamily V member 1 (Homo sapiens), Q8NER1; in the data active = activation above about 80%; inconclusive = between about 30% and that limit; also: 0% is about no effect
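Cells expressing TRPV1 were dye-loaded with Fluo-8 and read kinetically: 10 s baseline, 3 min after compound (agonist portion), then 2 min after EC20 capsaicin (allosteric enhancer portion). Calcium-bound dye fluorescence at 480/520 nm.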
Gal4-VP16 FLuc – VP16 counterscreen qHTS for inhibitors of ROR gamma transcriptional activity | Drosophila S2 Gal4-VP16 UAS-luciferase, luminescence, 20 h | Potency, µM (doses to about 53.6 µM), inactives show at the top dose activity, negative = inhibition, most hits filed as inhibitors | hit rate 3.5% among 310,000 | AID 2546, 2010;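 also: Gal4-VP16 expression switched on by copper sulfate through the metallothionein promoter; potency is read from the fitted curve at half-maximal effect; % is scaled to controls: 0 for no effect and ±100 for the full control effect; nearly all actives have a fitted effect of over 50% in size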
RORg inh – qHTS for inhibitors of ROR gamma transcriptional activity | Drosophila S2 Gal4-RORgamma UAS-luciferase reporter, 20 h | Potency, µM (doses to about 53.6 µM), inactives show top-dose activity change, negative = inhibition, usual class: inhibitors | hit rate 5.4% among 310,000 | AID 2551, 2010; also: potency is read from the fitted curve at half-maximal effect; % is scaled to controls: 0 for no effect and ±100 for the full control effect; nearly all actives have a fitted effect of over 60% in size
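Schneider cells (Drosophila), stable Gal4 DBD–ROR gamma + UAS-luc; 1 hr cmpd preincubation; Cu2+ induction 700 uM final; 20 hr ambient; luminescence.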
ELG1 repair inh – qHTS screen for small molecules that inhibit ELG1-dependent DNA repair in human embryonic kidney (HEK293T) cells expressing luciferase-tagged ELG1. HEK293T ELG1-luciferase reporter, luminescence, 16 h; DNA damage induced by 5-fluorouridine. Potency, µM (doses to about 46.1 µM), for the others: at the highest dose activity change, negative = inhibition, usual class: inhibitors. hit rate 2.3% among 330,000. AID 504467, 2011; also: potency is read from the fitted curve at half-maximal effect; % is scaled to controls: 0 for no effect and ±100 for the full control effect; nearly all actives have a fitted effect of over 55% in size
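DMSO vehicle served as the neutral condition. Each well held 2,000 cells given 5-fluorouridine plus compound; after 16 hr at 37 °C/5% CO2, ONE-Glo was added and luciferase measured 30 min later.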
Tb PFK block – qHTS Assay to Find Inhibitors of T. brucei phosphofructokinase; hit rate 0.17% among 330,000; T. brucei PFK, ADP-Glo luminescence; Potency, µM (top dose mostly 57.5 µM), for the others: at the top dose activity, negative = inhibition, actives largely listed as inhibitors; ATP-dependent 6-phosphofructokinase (Trypanosoma brucei brucei), O15648;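 also: potency is read from the fitted curve at half-maximal effect; 0% = uninhibited 1x PFK enzyme wells and -100% = no-enzyme wells; nearly all actives have a fitted effect of over 60% in size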
Target sequence (O15648 whole entry, looked up): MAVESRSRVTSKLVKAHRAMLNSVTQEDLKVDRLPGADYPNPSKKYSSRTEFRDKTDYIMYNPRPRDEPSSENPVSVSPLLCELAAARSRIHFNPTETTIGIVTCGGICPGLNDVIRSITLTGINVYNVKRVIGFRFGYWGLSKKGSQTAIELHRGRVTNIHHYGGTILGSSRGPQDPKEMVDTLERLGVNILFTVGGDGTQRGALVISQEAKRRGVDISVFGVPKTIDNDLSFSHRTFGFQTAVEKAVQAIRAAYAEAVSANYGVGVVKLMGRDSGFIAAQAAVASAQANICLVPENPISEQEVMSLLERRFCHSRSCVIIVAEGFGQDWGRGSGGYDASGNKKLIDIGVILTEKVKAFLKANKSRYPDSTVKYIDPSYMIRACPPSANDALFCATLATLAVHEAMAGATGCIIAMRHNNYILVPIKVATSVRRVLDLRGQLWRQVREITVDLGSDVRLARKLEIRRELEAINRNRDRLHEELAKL
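In TEA buffer at pH 8.0 with 5 mM MgCl2, enzyme (1.25 nM) converted F6P (0.5 mM) and ATP (0.1 mM) for 45 min at room temperature. ADP product was read by luciferase luminescence.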
FLuc modulator – qHTS profiling assay for firefly luciferase inhibitor/activator using purifed enzyme and Km concentrations of substrates (counterscreen for miR-21 project) | hit rate 6.9% among 360,000 | Potency, µM (series often up to 57.5 µM), for inactives: at the highest dose activity change, negative = inhibition, most hits filed as inhibitors | purified FLuc, Km substrates, luminescence inhibition;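 also: potency is read from the fitted curve at half-maximal effect; plate controls were vehicle for no effect and reference inhibitor for full effect; nearly all actives have a fitted effect of over 55% in size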
Target sequence (P08659 whole entry, looked up): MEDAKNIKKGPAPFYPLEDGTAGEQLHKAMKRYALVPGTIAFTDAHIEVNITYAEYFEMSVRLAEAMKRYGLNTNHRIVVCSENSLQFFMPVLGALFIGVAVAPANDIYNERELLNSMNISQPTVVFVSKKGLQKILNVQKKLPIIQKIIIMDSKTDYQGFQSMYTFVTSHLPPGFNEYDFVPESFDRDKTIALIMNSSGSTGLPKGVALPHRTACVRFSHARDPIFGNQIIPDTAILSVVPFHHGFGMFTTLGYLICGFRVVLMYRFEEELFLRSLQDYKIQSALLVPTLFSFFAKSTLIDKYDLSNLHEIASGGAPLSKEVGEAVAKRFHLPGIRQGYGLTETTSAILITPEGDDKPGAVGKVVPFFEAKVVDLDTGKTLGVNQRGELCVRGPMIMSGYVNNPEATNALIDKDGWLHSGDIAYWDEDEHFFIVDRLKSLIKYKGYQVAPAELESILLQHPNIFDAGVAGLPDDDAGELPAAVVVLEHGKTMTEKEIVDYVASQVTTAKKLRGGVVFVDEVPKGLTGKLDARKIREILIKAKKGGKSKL
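Biochemical qHTS of compounds, final roughly 60 µM downward over six points, against 10 nM purified firefly luciferase using Km concentrations of substrates (10 uM D-luciferin, 10 uM ATP) in Tris acetate pH 7.5 buffer; luminescence output.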
ELG1 genotox – qHTS screen for small molecules that induce genotoxicity in human embryonic kidney (HEK293T) cells expressing luciferase-tagged ELG1; Potency, µM (titrated, usually from 46 µM), for inactives: top-dose activity change, positive = activation, hits mostly activators; AID 504466, 2011; HEK293T ELG1-luciferase reporter, luminescence, 16 h; hit rate 1.3% among 330,000; also: potency is read from the fitted curve at half-maximal effect; % of control where 0% means no effect; nearly all actives have a fitted effect of over 60% in size
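DMSO vehicle served as control against compound-treated ELG1-luciferase HEK293T cells; exposure lasted 16 hr at 37 °C and 5% CO2, followed by ONE-Glo luminescence detection after 30 min.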
BRCA1 expr up – qHTS Assay to Identify Small Molecule Activators of BRCA1 Expression | MCF7-BRCA1-FFLuc reporter, luminescence, 48 h; response scale: scaled: vehicle 0%, 10 µM genistein 100% | Potency, µM (highest dose often 46.1 µM), for inactives: at the highest dose activation, most hits filed as activators | hit rate 1.1% among 380,000 | AID 624202, 2012; also: potency is read from the fitted curve at half-maximal effect; nearly all actives have a fitted effect of over 80% in size; some results filed as inactive show a strong effect at the top dose
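Luminescence from a BRCA1-driven firefly luciferase in MCF7 cells was the read-out, taken 15 min after substrate addition following 48 h compound exposure at 37 °C. Data were normalized to a 10 microM genistein control and DMSO vehicle.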
p53 reactivator – qHTS assay for re-activators of p53 using a Luc reporter. H1299 p53-A138V BP100-luciferase reporter, luminescence, 24 h. Potency, µM (series often up to 92.2 µM), for the others: at the top dose activity change, positive = activation, most hits filed as activators. hit rate 0.063% among 320,000. AID 504706, 2011; also: potency is read from the fitted curve at half-maximal effect; % of control where 0% means no effect; nearly all actives have a fitted effect of over 45% in size
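p53-null H1299 cells stably carrying temperature-sensitive p53-A138V and a BP100-luciferase reporter were pinned with compounds (4-point, 1:5 series) and held 24 hrs at 37 deg C. Luminescence was read 10 min after detection reagent.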
Rab9 promoter act – qHTS Assay for Rab9 Promoter Activators | Huh7 Rab9 promoter-luciferase reporter, luminescence, 24 h | Potency, µM (top dose mostly 9.22 µM), for inactives: at the top dose activation, negative = inhibition, actives largely listed as activators | hit rate 2.8% among 320,000 | AID 485297, 2010; also: potency is read from the fitted curve at half-maximal effect; % of control where 0% means no effect; nearly all actives have a fitted effect of over 60% in size
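Stable Rab9-luc Huh7, 1500 cells/well, 2 h settle; cmpd in DMSO, 24 h, 37 °C/5% CO2; luciferase reagent 10 min RT; luminescence.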
The depositor's hits bear a star; ? = inconclusive; nt = not tested or not shown; & = joins results of further samples; [ ] = dose if it differs, or a comment. Unless noted, calls follow the shape of the dose curve; as a rule, active = well fitted curve in the direction sought with a large enough effect; inconclusive = small, poorly fitted or top-dose-only effect, or another doubt; inactive = no such curve, though single readings can be large; an effect the other way counts as inactive or inconclusive. Compounds as they come; 15% or so of the library scored in one or more.

SMILES	NPC1 promoter act	TRPV1 agonist	Gal4-VP16 FLuc	RORg inh	ELG1 repair inh	Tb PFK block	FLuc modulator	ELG1 genotox	BRCA1 expr up	p53 reactivator	Rab9 promoter act
CCOc1ccc(NC(=O)c2ccc(NC(=O)C3CCCO3)cc2)cc1 (configuration not stated)	-2.7%	1.3	7.9%	-12.3%	-11.1%	-1.4%	?	-1.4%	16.8%	-1.2%	-3.1%
CC(=O)Nc1nc2cc([N+](=O)[O-])ccc2s1	0.5%	-1.8	nt	nt	18.3%	-1.5%	4.8%	0.9%	0.0%	18.6%	-1.0%
CCn1c(C)nc2cc(C(=O)n3cc(C(=O)c4cc(F)ccc4O)cn3)ccc21	-4.3%	-1.5	11.2%	?	5.5%	0.4%	0.1%	0.0%	nt	8.7%	-1.8%
Cc1ccc(C(=O)NCCc2sc(C)nc2C)cc1	-4.5%	-2.1	0.2%	1.1%	?	-1.4%	?	3.1%	28.8%	-4.1%	1.6%
O=S(=O)(c1ccc(Cl)cc1)N1CCN(C2CCCCCC2)CC1	2.5%	28.4	-1.9%	-3.8%	0.8%	-0.3%	3.4%	3.8%	-26.4%	7.0%	-0.5%
O=C(/C=C/c1ccc[nH]1)c1ccccc1	23.1%	?	?	22.8%	?	-6.5%	12µM*	8.1%	?	16.2%	?
O=C(CCc1nc2ccccc2[nH]1)NC1CCCCC1	-4.7%	7.3	-6.3%	-26.3%	0.9%	-2.0%	2.7%	-4.0%	-2.5%	-7.5%	0.2%
C[C@]12C=CC(=O)C=C1CC[C@@H]1[C@@H]2C(=O)C[C@@]2(C)[C@H]1CC[C@]2(O)C(=O)COC(=O)CCC(=O)O	-1.8%	-0.8	-3.0%	-0.5%	10.5%	3.8%	1.9%	6.6%	-11.9%	-2.7%	-1.1%
NS(=O)(=O)c1ccc(NC(=O)c2ccc3c(c2)CCCC3)cc1	21.7%	91.7*	3.8%	0.1%	0.0%	0.1%	3.3%	2.3%[9.26 µM]	19.2%	24.8%	25.6%
O=C(NCCc1ccccc1)C(=O)NCC1OCCN1S(=O)(=O)c1ccc([N+](=O)[O-])cc1 (configuration not stated)	3.0%	0.0	?	14.2%	?	1.2%	-2.9%	-5.0%	-24.4%	4.3%	13.5%
Cc1ccc(NC(=O)COC(=O)c2ccc3c(c2)C(=O)N(CCc2ccccc2)C3=O)c(C)c1	-0.6%	0.7	0.1%	-0.9%	-1.3%	8.0%	-1.5%	-0.6%	-10.2%	2.1%	-3.5%
COC(=O)c1ccc(NC(=O)c2cccc(N3C(=O)C4C5C=CC(C6CC56)C4C3=O)c2)cc1 (configuration not stated)	15.2%	?	-19.2%	?	?	0.4%	?	?	-82.2%	-2.8%	11.5%
CCC(C(=O)OCC(=O)Nc1ccc(C(N)=O)cc1)c1ccccc1 (configuration not stated)	-17.5%	?	-10.7%	19.9%	17.4%	-0.6%	1.4%	-0.6%	-26.6%	-7.3%	1.0%
CC(NC(=O)c1ccc(Cl)cc1)C1CC2CCC1C2 (configuration not stated)	-2.0%	?	9.2%	-13.1%	-15.3%	3.1%	3.7%	-5.7%	-30.4%	18.5%	-1.3%
CS(=O)(=O)N(CC(=O)Nc1ccccc1-c1ccccc1)c1cccc(F)c1	-7.3%	8.1	7.7%	-3.9%	10.6%	-2.9%	5.2%	-3.9%	-7.4%	-2.8%	0.7%
COc1ccc(OCC(O)CN2CCNCC2)cc1 (configuration not stated)	-6.2%	-0.2	4.2%	-28.1%	-2.8%	0.8%	0.8%	0.7%	-7.7%	7.4%	-2.5%
Cc1nn(CC(=O)NC(C)C)c(C)c1[N+](=O)[O-]	-0.1%	1.8	-3.4%	1.4%	-13.1%	2.1%	-0.3%	-1.6%	-25.5%	0.9%	12.3%
Cc1cc(C)c(NC(=O)CN(C)C(=O)CCC(=O)c2ccc(C)s2)c(C)c1	-3.3%	-1.0	nt	nt	-2.1%	1.4%	2.6%	1.5%	-16.4%	-1.5%	1.6%
COc1ccc(C)cc1NC(=O)CN(c1ccc(C)cc1)S(C)(=O)=O	-11.5%	-1.6	20.5%	27.4%	-3.3%	2.9%	-0.1%	-0.4%	-31.8%	4.9%	-6.4%
COc1cccc(C(=O)COC(=O)c2ccc(NC(C)=O)cc2)c1	-1.8%	-2.1	-7.8%	?	8.1%	1.8%	0.0%	-3.6%	13.4%	26.1%	1.1%
O=C(CN1C(=O)NC(Cc2c[nH]c3ccccc23)C1=O)NCC(F)(F)F (configuration not stated)	-3.2%	-2.1	4.3%	37.5%	11.7%	-0.4%	-0.2%	0.9%	8.6%	3.0%	0.0%[1.84 µM]
COCCCNC(=O)CC1C[C@H](C(=O)N2CCOCC2)[C@@]2(C)c3[nH]c4ccc(OC)cc4c3CCN2C1=O (some centres not stated)	nt	nt	nt	nt	18.1%	-1.2%	nt	5.5%	14.6%	-1.3%	nt
COc1ccc(NC(=O)C2CC(=O)N(c3cc(C)ccc3C)C2)cc1 (configuration not stated)	-0.3%	-10.9	-3.4%	43.6%	12.8%	-0.9%	-1.2%	-1.4%	-4.9%	-1.7%	-3.3%
Cc1cccc(NC(=O)CN2NS(=O)(=O)c3ccccc3C2=O)c1	1.4%	-2.4	14.3%	?	-3.5%	2.5%	2.1%	-1.6%	5.9%	5.4%	-0.8%
CCOc1ccc(CCNC(=O)Cn2ncn3nc(-c4ccc(OC)cc4)cc3c2=O)cc1OCC	-0.6%	0.0	6.4%	8.6%	23.7%	0.3%	-9.2%	5.8%[9.26 µM]	21.4%	3.8%	7.2%
(listing goes on)
SMILES	NPC1 promoter act	TRPV1 agonist	Gal4-VP16 FLuc	RORg inh	ELG1 repair inh	Tb PFK block	FLuc modulator	ELG1 genotox	BRCA1 expr up	p53 reactivator	Rab9 promoter act
COc1ccc(NC(=O)c2csc(Cc3ccc(Cl)cc3)n2)cc1	0.5%	?	-4.8%	18.6%	?	0.0%	23.9µM*	-1.1%	-9.4%	2.8%	-12.5%
Cc1cc(C)c(C2=Nn3c(C)nnc3SC2C)cc1C (configuration not stated)	0.6%	-2.8	-16.4%	?	-32.8%	-1.5%	-0.1%	7.2%	-42.8%	-2.4%	-8.3%
COc1ccc(N2CC(C(=O)N/N=C/c3ccccc3)CC2=O)cc1 (configuration not stated)	1.5%	0.4	-6.2%	-0.5%	-2.7%	1.0%	5.0%	1.0%	0.0%	-3.4%	-0.6%
CC(NC(=O)COC(=O)c1ccc2c(c1)S(=O)(=O)N=C1CCCCCN12)C12CC3CC(CC(C3)C1)C2 (configuration not stated)	-6.0%	2.6	-0.4%	-6.4%	2.1%	0.0%	9.7%	-2.1%	14.1%	-5.1%	-7.7%
COc1cc(Cl)c(NS(=O)(=O)c2cc3[nH]c(=O)c(=O)[nH]c3cc2C)c(OC)c1	-2.2%	-1.4	-0.4%	1.9%	21.9%	7.4%	-2.1%&4.4%	1.0%	-5.3%	11.3%	2.2%
CCN(CC)C(=O)[C@H]1C[C@H](CC(=O)NCCCn2ccnc2)C(=O)N2CCc3c([nH]c4cc(-c5ccco5)ccc34)[C@]12C	nt	nt	nt	nt	13.4%	-7.0%	nt	1.6%	-7.4%	-3.1%	nt
CCOC(=O)CNC(=O)c1ccc2c(c1)OCCO2	?	2.3	-11.4%	-21.0%	?	3.1%	19µM*	?	95.7%	14.3%	?
O=C(OCC(=O)N1CCCC1)c1ccco1	-1.9%	3.4	2.3%	-40.3%	25.9%	1.4%	4.5%	2.7%	43.7%	4.5%	-2.6%
CC(C)Oc1ccccc1-c1nc(SCC(=O)O)n[nH]1	0.8%	-0.9	-1.8%	-22.3%	11.9%	-0.1%	-1.0%	0.2%	-37.1%	4.8%	-11.8%
Cc1ccc(Cl)cc1NC(=O)Cn1cc(C(F)(F)F)cc(Cl)c1=O	-3.2%	-5.7	-0.4%	13.5%[10 µM]	-5.6%	-2.1%	-1.1%	-5.8%	-2.6%	3.1%	-5.2%
Cc1ccc2nc(-c3cccc(Br)c3)cc(C(=O)NCC3CCCO3)c2c1 (configuration not stated)	-4.6%	?	-11.0%	-19.6%	?	-3.3%	?	-11.8%	-28.0%	-10.0%	3.3%
